TRb SRC2 PPI: qHTS for Inhibitors of the Interaction of Thyroid Hormone Receptor and Steroid Receptor Coregulator 2; Thyroid hormone receptor beta (Homo sapiens), P10828; TRbeta-SRC2 peptide binding, fluorescence polarization; receptor liganded with 1 µM T3; Potency, µM (titrated, usually from 106 µM), inactives show at the highest dose activity change, negative = inhibition, usual class: inhibitors; 280,000 compounds, 0.065% hits;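 note: plate controls were bound peptide for no effect and peptide without receptor for full effect; nearly all actives have a fitted effect of over 50% in size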
Target sequence (P10828 whole entry, looked up): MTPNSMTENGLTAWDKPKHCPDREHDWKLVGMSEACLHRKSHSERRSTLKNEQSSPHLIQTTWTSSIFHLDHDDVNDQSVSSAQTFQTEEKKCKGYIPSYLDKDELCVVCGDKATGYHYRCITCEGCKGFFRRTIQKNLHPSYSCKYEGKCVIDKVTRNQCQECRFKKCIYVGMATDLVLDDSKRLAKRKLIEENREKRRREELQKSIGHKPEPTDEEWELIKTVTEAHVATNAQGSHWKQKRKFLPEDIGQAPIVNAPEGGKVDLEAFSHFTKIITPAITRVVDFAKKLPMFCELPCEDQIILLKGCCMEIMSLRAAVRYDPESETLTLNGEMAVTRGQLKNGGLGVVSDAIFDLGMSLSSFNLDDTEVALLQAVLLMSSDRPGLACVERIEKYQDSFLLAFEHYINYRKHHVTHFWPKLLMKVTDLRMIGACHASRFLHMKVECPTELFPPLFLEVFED
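Read-out is fluorescence polarization (555 nm excitation, 632 nm emission) of a Texas Red SRC2 coactivator peptide; loss of signal reflects blocked binding to human TRb ligand-binding domain in the presence of 1 uM T3.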
Tau fibril ThT: qHTS for Inhibitors of Tau Fibril Formation, Thioflavin T Binding. Microtubule-associated protein tau (Homo sapiens), P10636. recombinant tau K18 P301L, heparin-induced fibrillization, ThT fluorescence. Potency, µM (titrated, usually from 57.4 µM), without a hit: at the top dose activity, negative = inhibition, actives largely listed as inhibitors. 270,000 compounds, 2.1% hits; note: % is set by controls: 0 for no effect and ±100 for the full control effect; nearly all actives have a fitted effect of over 55% in size
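Tau K18 P301L fragment (15 uM unlabeled plus 0.24 uM Alexa 594-labeled) in 100 mM sodium acetate pH 7 with compound, fibrillization induced by 20 uM heparin for 6 hr at 37 C. Thioflavin T (30 uM) added, fluorescence read after 1 hr (ex 450, em 510 nm).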
L3MBTL1 inh: qHTS Assay for the Inhibitors of L3MBTL1; AID 485360, 2010; Lethal(3)malignant brain tumor-like protein 1 (Homo sapiens), Q9Y468; 230,000 compounds, 0.66% hits; Potency, µM (series often up to 57.1 µM), inactives show at the highest dose activity, negative = inhibition, hits mostly inhibitors; AlphaScreen L3MBTL1–H3K9me1 peptide binding; note: % is set by controls: 0 for no effect and ±100 for the full control effect; nearly all actives have a fitted effect of over 60% in size
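Read-out is AlphaScreen signal from streptavidin donor and nickel chelate acceptor beads (10 ug/mL final each) bridging L3MBTL1 (50 nM) and biotinylated K9-monomethylated H3(1-15) peptide (75 nM), after 30 min compound exposure at room temperature.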
TR SRC2 fluor cs: Total Fluorescence Counterscreen for Inhibitors of the Interaction of Thyroid Hormone Receptor and Steroid Receptor Coregulator 2; AID 1479, 2009; 280,000 compounds, 0.29% hits; TRb/SRC2 Texas Red total fluorescence interference; Potency, µM (titrated, usually from 106 µM), for inactives: top-dose fluorescence change, negative = quenching; active = well fitted curve in either direction with a large enough effect; inconclusive = small, poorly fitted or top-dose-only effect; note: % is set by controls: 0 for no effect and ±100 for the full control effect
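Human TRβ ligand-binding domain (0.6 uM) and Texas Red SRC2 peptide (20 nM) in Tris buffer with 1 uM T3 and 5% DMSO were incubated with pinned compound for 5 hr at ambient temperature. Total fluorescence was computed as S + 2P (555/632 nm).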
Tau fluor counter: Counterscreen qHTS for Inhibitors of Tau Fibril Formation, Fluorescence Polarization | 280,000 compounds, 0.93% hits | AID 1463, 2008 | Potency, µM (highest dose often 57.7 µM), without a hit: at the highest dose activity change, negative = decrease | tau K18 P301L (four-repeat tau fragment) Alexa594 fluorescence, heparin fibrillization; note: % is set by controls: 0 for no effect and ±100 for the full control effect; nearly all actives have a fitted effect of over 55% in size
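Human K18 P301L tau (15 uM unlabeled plus 0.24 uM Alexa 594-labeled, final) in 100 mM sodium acetate pH 7 was mixed with compound and 20 uM heparin and incubated 6 hr at 37 C.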
Tau fibril FP: qHTS for Inhibitors of Tau Fibril Formation, Fluorescence Polarization. Microtubule-associated protein tau (Homo sapiens), P10636. K18 P301L tau heparin fibrillization, Alexa594 FP, 6 h. Potency, µM (series often up to 57.7 µM), for the others: at the top dose activity, negative = inhibition, actives largely listed as inhibitors. 280,000 compounds, 0.39% hits. AID 1468, 2008; note: % is set by controls: 0 for no effect and ±100 for the full control effect; nearly all actives have a fitted effect of over 55% in size
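Human K18 P301L fragment (15 uM unlabeled plus 0.24 uM Alexa 594-labeled) in 100 mM sodium acetate pH 7 with compound, aggregation induced by 20 uM heparin for 6 hr at 37 C. ThT (30 uM) added for 1 hr, then Alexa 594 FP read.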
HTT cytoprotect: qHTS Multiplex Assay to Identify Dual Action Probes in a Cell Model of Huntington: Cytoprotection (ATP); PC12 HTT-Q103 induced, cytoprotection, ATP luminescence, 40 h; Potency, µM (titrated, usually from 56.4 µM), for inactives: cytoprotection (ATP increase), most hits filed as activators; 230,000 compounds, 0.14% hits; AID 1471, 2008;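 note: % of control where 0% means no effect; nearly all actives have a fitted effect of over 45% in size; toxic huntingtin expression switched on by the ecdysone agonist tebufenozide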
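PC12 cells with ecdysone-inducible HTT exon 1 Q103-GFP, induced with 100 nM tebufenozide and co-treated with library compounds in a dose series (1536-well, 1500 cells/well). Cytoprotection read as ATP content by ATPlite luminescence.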
RECQ1 helicase: qHTS Assay for Inhibitors of RecQ-Like Dna Helicase 1 (RECQ1) | RECQ1 DNA unwinding, red fluorescence kinetic read | ATP-dependent DNA helicase Q1 (Homo sapiens), P46063 | Potency, µM (doses to about 57.3 µM), inactives show at the highest dose activity, negative = inhibition, actives largely listed as inhibitors | 240,000 compounds, 0.54% hits;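 note: plate controls were vehicle for no effect and no enzyme for full effect; nearly all actives have a fitted effect of over 30% in size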
Target sequence (P46063 whole entry, looked up): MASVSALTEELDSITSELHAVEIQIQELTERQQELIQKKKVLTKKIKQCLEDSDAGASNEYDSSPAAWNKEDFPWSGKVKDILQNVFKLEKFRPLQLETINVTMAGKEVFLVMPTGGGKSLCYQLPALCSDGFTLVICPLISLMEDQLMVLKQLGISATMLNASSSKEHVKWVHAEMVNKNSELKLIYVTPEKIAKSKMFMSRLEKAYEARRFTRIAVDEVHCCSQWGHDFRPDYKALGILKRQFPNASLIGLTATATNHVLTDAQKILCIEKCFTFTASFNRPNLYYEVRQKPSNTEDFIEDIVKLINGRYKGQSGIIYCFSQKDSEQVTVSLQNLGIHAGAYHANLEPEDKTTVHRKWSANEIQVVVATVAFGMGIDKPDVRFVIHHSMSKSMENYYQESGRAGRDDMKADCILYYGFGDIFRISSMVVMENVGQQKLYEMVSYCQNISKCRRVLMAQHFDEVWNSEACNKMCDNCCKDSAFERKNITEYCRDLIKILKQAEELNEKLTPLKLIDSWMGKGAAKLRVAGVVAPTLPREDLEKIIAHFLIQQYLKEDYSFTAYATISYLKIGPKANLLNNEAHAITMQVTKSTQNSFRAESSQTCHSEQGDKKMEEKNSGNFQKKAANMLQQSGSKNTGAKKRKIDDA
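50 nM RECQ1T1 preincubated 15 min with compound in Tris pH 8.0 buffer with MgCl2, DTT, Tween-20 and 2.5 ug/ml poly(dI-dC); started with 200 nM TAMRA/BHQ-2 forked duplex and 2 mM ATP. Unwinding read as fluorescence (525/598 nm), two reads 2 h apart.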
* hit, by the source's call; i = inactive; ? = inconclusive; nt = no result given; [ ] = remark or other dose. Unless noted, calls come from the whole dose curve; as a rule, active = well fitted curve in the direction sought with a large enough effect; inconclusive = small, poorly fitted or top-dose-only effect, or another doubt; inactive = no such curve, though single readings can be large; an effect the other way counts as inactive or inconclusive. Potency is the fitted concentration of half-maximal effect.

SMILES	TRb SRC2 PPI	Tau fibril ThT	L3MBTL1 inh	TR SRC2 fluor cs	Tau fluor counter	Tau fibril FP	HTT cytoprotect	RECQ1 helicase
COc1ccc(CNC(=O)C2CCN(S(=O)(=O)Cc3ccccc3)CC2)cc1	-4%	?	nt	-2%	1%	-7%	nt	nt
COC(=O)c1cc(C(=O)CSc2nc(C)cc(C)n2)ccc1O	4%	-2%	10%	-5%	-11%	-2%	-19%	i
CCC1Oc2ccccc2N(CC(=O)NCCCN2CCN(Cc3ccccc3)CC2)C1=O (configuration not stated)	-9%	-11%	5%	-3%	-2%	6%	-2%	i
Cc1cccc(Cc2c(C)nc3nc(SCc4ccccc4C)nn3c2C)c1	1%	-18%	nt	0%	-18%	-4%	nt	nt
O=C(CCCn1c(SCc2cccc(F)c2)nc2ccccc2c1=O)NCC1CCCO1 (configuration not stated)	-1%	-13%	nt	1%	-3%	5%	-19%	1%
Cc1cc2c(cc1S(=O)(=O)NCc1ccccc1Cl)OCC(=O)N2	-6%	-5%	nt	0%	-7%	-3%	nt	nt
Cc1sc(NC(=O)C2CCCCC2C(=O)O)c(C(N)=O)c1-c1ccc(C(C)C)cc1 (configuration not stated)	-4%	-15%	1%	0%	-2%	-1%	-42%[inhibitor]	-15%
O=C(Nc1ccc(Cl)cc1C(F)(F)F)c1cc(S(=O)(=O)NCc2ccccc2)ccc1F	10%	-13%	nt	-2%	-29%	?	nt	nt
CC1CCN(CCOc2ccc(Cl)c(Cl)c2)CC1	5%	4%	2%	2%	8%	-1%	1%[0.074 µM]	4%
O=C(CCn1cnnn1)Nc1ccc(Cl)cc1Cl	-10%	3%	-3%	-2%	-2%	-4%	4%[10 µM]	17%
Cc1ccc(S(=O)(=O)c2cc3c(=O)n4ccccc4nc3n(Cc3ccco3)c2=N)cc1	-5%	?	-18%[11.4 µM]	-30%	-26%	-7%	-2%	14µM*
COc1cc(OC)c(N(C)C(=O)CSc2c3c(nc4ccc(Cl)cc24)CCCC3)cc1Cl	-6%	-17%	nt	-2%	-10%	-1%	nt	nt
O=C(CSc1nncn1-c1ccccc1)Nc1cc(Cl)cc(Cl)c1	-8%	2%	nt	-3%	-7%	-6%	-4%	2%
COC(=O)c1cc(-c2ccccc2)c2c(=O)n(C)c(=O)n(C)c2n1	-6%	-5%	8%	-5%	-5%	-2%	10%[10 µM]	-15%
CCOc1ccccc1CNC(=O)c1nc(-c2ccc(Cl)cc2)n2c1CCCCC2	5%	-8%	nt	?	1%	3%	nt	nt
Cn1cccc1/C=N/N1CCN(Cc2cccc3ccccc23)CC1	-4%	?	-18%	-1%	-22%	3%	3%[10 µM]	-2%
CC(=O)N(C(C)=O)c1nc(-c2ccccc2)cn1/N=C/c1ccccc1	-7%	-12%	-15%	-1%	0%	-7%	-76%[inhibitor][10 µM]	-5%
O=C1N=c2ccccc2=C1c1sc(Nc2ccc(O)cc2)nc1O	-1%	2.2µM*	nt	-16%	14µM*[quencher]	5%	-24%	-28%
COC(=O)[C@H](C)NC(=O)Nc1ccc(C)c(C)c1	-1%	0%	nt	-2%	-1%	-2%	-18%[0.074 µM]	?
COC(=O)N/N=C\c1ccc(OC(=O)c2ccco2)cc1	-3%	-8%	nt	-1%	-8%	-9%	-3%	11%
CC(=O)c1cc2c(cc1NC(=O)c1ccco1)OCCO2	3%	-9%	7%	-3%	10%	-1%	-26%	-9%
COc1ccc(OCC(=O)Nc2nccs2)cc1	-2%	-5%	5%	-3%	-5%	5%	-17%[10 µM]	i
COc1cccc(C(=O)N/N=C/c2ccc(Oc3ccc([N+](=O)[O-])cn3)c(OC)c2)c1	4%	?	-17%	1%	?	-1%	4%[10 µM]	0%
Cc1cccc(NC(=O)Cc2noc3ccccc23)c1	-17%	9%	-10%	-3%	9%	6%	-11%[1.9 µM]	3%
O=C(COC(=O)c1ccccc1Oc1ccccc1)NC1CCS(=O)(=O)C1 (configuration not stated)	-4%	-10%	2%	-5%	-9%	1%	6%[10 µM]	9%
NS(=O)(=O)c1ccc(CCNC(=O)CSc2nc3ccsc3c(=O)n2CCCCCC(=O)O)cc1	-2%	-6%	nt	-3%	1%	0%	?	-1%
Cc1ccccc1C(=O)Nc1sc(C)c(C)c1C(=O)c1ccccc1	10%	7%	-15%	1%	7%	0%	-2%	-8%
NS(=O)(=O)c1ccc(N/N=C2/CCCc3ccccc32)c([N+](=O)[O-])c1	3%	7%	-18%[2.29 µM]	1%	2%	-4%	-25%	i
Cc1ccnc(NS(=O)(=O)c2ccc(NC(=O)C3CCCCC3)cc2)n1	-3%	-13%	7%	-1%	1%	1%	-21%	-1%
COC(=O)Cc1[nH]nc2c1C(C1C=CCCC1)C(C#N)=C(N)O2 (configuration not stated)	-17%	?	-16%	-2%	-12%	0%	-8%[10 µM]	-3%
CC1=CC(=Nc2c(C)n(C)n(-c3ccccc3)c2=O)C=C(C)C1=O	-8%	11µM*	-13%	0%	?	?	-1%[10 µM]	3%
COc1ccc(OCC(=O)NNC(=O)c2cccnc2)cc1	-5%	3%	30%[activator]	-3%	-1%	-6%	1%	12%
C=CCC(C)(O)C(=O)OCC (configuration not stated)	-16%	-2%	nt	0%	3%	5%	23%	i
COc1cccc(Cn2c(=O)cc(C)c3c(C)nn(-c4ccc(C)cc4)c32)c1	13%	-4%	nt	1%	-12%	-7%	nt	nt
COc1ccc(N(CC(=O)Nc2ccc3c(c2)OCO3)S(C)(=O)=O)c(OC)c1	5%	8%	-2%	5%	8%	2%	-10%[10 µM]	-2%
CCCCOc1ccc(NC(=O)C2CC=CCC2C(=O)O)cc1 (configuration not stated)	6%	-11%	nt	-1%	-11%	-1%	-9%	-5%
CC12COC3(C(=O)Nc4ccc(Cl)cc4)CC1CCC32C (configuration not stated)	1%	-9%	5%	-5%	-15%	0%	nt	-1%
CN(CC(=O)NCc1ccncc1)S(=O)(=O)c1ccc(Cl)cc1	-2%	-3%	5%	-1%	-8%	6%	21%	-2%
O=C1CN(C(=O)CNCc2ccccc2)c2ccccc2N1	-1%	-6%	1%	4%	-15%	4%	4%[10 µM]	-1%
Cc1cccc(C(=O)Nc2sc(C)c(-c3ccccc3)c2C#N)c1	4%	-13%	-3%	5%	-25%	-14%	-54%[inhibitor]	-18%
CCN1CCN(c2cc(C)c3cc(NC(=S)N4CCCC4)ccc3n2)CC1	-1%	-13%	-26%	0%	-3%	1%	-30%[inhibitor]	-6%
CC(=O)Nc1ccc(OCC(O)Cn2nc(C)c(C(C)=O)c2C)cc1 (configuration not stated)	-20%	-3%	8%	0%	7%	-4%	16%[10 µM]	5%
O=c1cc(-c2ccccc2)nc2cc(-c3ccc(F)cc3)[nH]n12	-16%[53 µM]	?	nt	?	-15%	1%	nt	nt
COn1c(SCc2ccc(C)cc2C)nc2ccccc2c1=O	3%	?	9%	-1%	-19%	-14%	-64%[inhibitor]	-19%
CCOC(=O)c1c(NC(=O)CCC(=O)O)sc2c1CCCCC2	-1%	-14%	-5%	-2%	1%	1%	nt	3%
COC(=O)[C@@]1(C)C=C[C@@H](Cc2ccccc2)N1C(=O)c1ccccc1	6%	-4%	nt	-2%	-5%	7%	18%	-4%
O=C(O)c1ccc(S(=O)(=O)N[C@@H](Cc2ccc(O)cc2)C(=O)O)cc1	6%	nt	?	-2%	nt	nt	nt	i
Cc1ccc(CN2CCCn3nc(C(=O)NCCc4ccc(Cl)cc4)cc3C2=O)cc1	-5%	-1%	nt	-1%	11%	3%	nt	nt
CCc1c(O)nc(SCC(=O)NC(C)(C)C)n(-c2ccccc2)c1=O	-15%	-6%	3%	-1%	-5%	3%	8%	-8%
Cc1ccc(C(=O)O)cc1N1C(=O)CCCC1=O	-1%[53 µM]	2%	10%	1%[53 µM]	-2%	-8%	10%[10 µM]	3%

One compound at a time, as listed above:
Record of `Cc1ccc(C(=O)O)cc1N1C(=O)CCCC1=O` = TRb SRC2 PPI = -1%[53 µM]; Tau fibril ThT = 2%; L3MBTL1 inh = 10%; TR SRC2 fluor cs = 1%[53 µM]; Tau fluor counter = -2%; Tau fibril FP = -8%; HTT cytoprotect = 10%[10 µM]; RECQ1 helicase = 3%
Record of `Cc1cc2c(cc1S(=O)(=O)NCc1ccccc1Cl)OCC(=O)N2` = TRb SRC2 PPI = -6%; Tau fibril ThT = -5%; L3MBTL1 inh = nt; TR SRC2 fluor cs = 0%; Tau fluor counter = -7%; Tau fibril FP = -3%; HTT cytoprotect = nt; RECQ1 helicase = nt

Next part
SMILES	TRb SRC2 PPI	Tau fibril ThT	L3MBTL1 inh	TR SRC2 fluor cs	Tau fluor counter	Tau fibril FP	HTT cytoprotect	RECQ1 helicase
CC1CC(C)CN(C(=O)/C=C/c2ccc([N+](=O)[O-])s2)C1 (configuration not stated)	-11%	-16%	?	-5%	-13%	8%	?	2%
O=C(c1ccco1)N1CCN=C1SCc1cccc(Cl)c1	1%	-10%	nt	-2%	-12%	-8%	6%	-11%
CCOc1ccc(-c2[nH]ncc2Oc2ccccc2OC)c(O)c1	0%	?	nt	-8%	14µM*[quencher]	1%	2%	-21%
COc1cc(OC)cc(C(=O)Nc2ccc3c(c2)N(C2CCCC2)C(=O)c2ccccc2S3)c1	-6%	8%	nt	-54%	-9%	?	nt	nt

This is a subset; the hit share may differ from the screen's.
